Rin1 Abl inh: inhibitors of Rin1-Abl protein binding, primary screen, biochemical, TR-FRET; actives 0.4% (n = 360,000); inhibition, % at 7.35 µM; Tyrosine-protein kinase ABL1 (Homo sapiens) + Ras and Rab interactor 1 (Homo sapiens), …; AID 588664, 2011; in the data active = inhibition above about 5%, passing the limit was not always enough
DNMT1 inh: human DNMT1 methyltransferase inhibitors, primary screen, biochemical, molecular beacon, fluorescence, HinP1I cleavage, uHTS. DNA (cytosine-5)-methyltransferase 1 (Homo sapiens), P26358. inhibition (reported as % activation of signal), % at 10 µM. actives 0.83% (n = 360,000); in the data active = inhibition above about 50%
CSN inh: inhibitors of CSN-mediated cullin deneddylation, primary screen, biochemical, fluorescence polarization, uHTS; COP9 signalosome complex subunit 5 (Homo sapiens), Q92905; Purified CSN, SCF-Nedd8-OG deneddylation; inhibition, % at 12.5 µM; AID 651999, 2013; actives 0.38% (n = 360,000);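 active = pattern-corrected inhibition above about 35%, with an unprinted fluorescence ratio check between 0.5 and 1.5, limit read from the data, passing the limit was not always enough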;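 note: 0% = enzyme with substrate and 100% = substrate without enzyme; some results filed as inactive read as strong as hits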
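Assay system: HEK293T-derived human Csn5 enzyme; quantity: 0.24 nM enzyme; medium: Tris/NaCl/DTT buffer, pH 7.5; also added: substrate SCFSkp2-Nedd8OG, 10 nM; doses: 12.5 µM compound; schedule: 90 min reaction at room temperature; signal: FP; read-out: % inhibition of substrate cleavage by Csn5; benchmarks: substrate-only high control, full reaction low control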
SUMO1-SIM PPI: modulators of SUMO1 protein-protein interactions, primary screen, biochemical, uHTS; Small ubiquitin-related modifier 1 (Homo sapiens), P63165; SUMO1 binding to a labelled peptide, TR-FRET, 1 h; inhibition, % at 20 µM; actives 0.33% (n = 360,000); in the data active = inhibition above about 37%
Rpn11 inh: Rpn11 (PSMD14) deubiquitinase inhibitors, primary screen, biochemical, fluorescence polarization, uHTS | calls only at 20 µM | human 26S proteasome, Ub4-pepOG fluorescence polarization; 20S core pre-blocked with epoxomicin | AID 588493, 2011 | actives 0.59% (n = 360,000);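 active = inhibition at 20 µM, scaled to each plate's controls, above about 33%, limit read from the data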
Target sequence (O00487 whole entry, looked up): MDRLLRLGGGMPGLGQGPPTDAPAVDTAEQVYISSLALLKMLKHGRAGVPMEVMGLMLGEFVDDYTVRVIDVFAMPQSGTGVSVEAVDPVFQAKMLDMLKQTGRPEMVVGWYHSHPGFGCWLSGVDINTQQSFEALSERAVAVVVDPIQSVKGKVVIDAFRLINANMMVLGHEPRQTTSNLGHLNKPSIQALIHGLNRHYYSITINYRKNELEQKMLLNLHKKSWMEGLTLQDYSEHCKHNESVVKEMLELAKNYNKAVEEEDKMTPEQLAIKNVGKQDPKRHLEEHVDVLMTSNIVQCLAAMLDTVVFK
LMPTP block: LMPTP phosphatase inhibitors, primary screen, biochemical, fluorescence intensity, uHTS. Low molecular weight phosphotyrosine protein phosphatase (Homo sapiens), P24666. recombinant LMPTP-A, OMFP fluorogenic substrate. inhibition, % at 20 µM. actives 0.22% (n = 360,000);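 active = compounds that cut the enzyme signal by at least half of the control window in the single-dose screen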;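 note: plate controls were DMSO wells with enzyme plus substrate for no effect and substrate without enzyme for full effect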
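Assay system: LMPTP-A, protein tyrosine phosphatase of low molecular weight / Medium: pH 6.0 Bis-Tris buffer with DTT and Triton X-100 / Schedule: 50 min enzyme reaction at room temperature, protected from light / Measured by: endpoint fluorescence intensity from OMFP dephosphorylation / Read-out basis: % inhibition relative to no-enzyme and uninhibited control wells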
STEP block: STEP phosphatase inhibitors, primary screen, biochemical, fluorescence intensity, uHTS. Tyrosine-protein phosphatase non-receptor type 5 (Homo sapiens), P54829. recombinant STEP, OMFP fluorogenic substrate. inhibition, % at 20 µM. actives 0.25% (n = 360,000);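 active = inhibition at 20 µM, scaled per plate between control wells, above about 37%, limit read from the data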;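 note: 0% = DMSO with enzyme and substrate and 100% = substrate only without enzyme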
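System: isolated STEP enzyme; schedule: 20 min enzyme reaction at room temperature, protected from light; medium: Bis-Tris buffer pH 6.0, 2.5 mM DTT, 0.005% Tween 20; signal: fluorescence, 480/540 nm; dosing: single compound dose of 20 µM, 1% DMSO final; also added: OMFP substrate, 25 µM final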
Scp-1 inhibitor: Scp-1 phosphatase inhibitors, primary screen, biochemical, colorimetric, uHTS. Carboxy-terminal domain RNA polymerase II polypeptide A small phosphatase 1 (Homo …. Recombinant Scp1, phosphopeptide, malachite green phosphate absorbance. inhibition, % at 20 µM. actives 0.88% (n = 340,000). AID 493091, 2011;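 active = inhibition above about 50% at 20 µM, limit read from the data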;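 note: plate controls were DMSO wells with enzyme for no effect and wells lacking enzyme for full effect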
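System: truncated SCP-1 phosphatase (76-261aa); medium: Tris acetate buffer pH 5.5 with MgCl2 and Tween-20; incubation: 45 min room-temperature reaction, 5 min colour, 30 min stabiliser; compound: single 20 µM dose, 1% DMSO; reagent: Phosphorylated 17-residue peptide substrate; read-out: % inhibition at 20 µM; technique: colorimetric free-phosphate detection, absorbance 630 nm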
NadD block: inhibitors of S. aureus NadD, primary screen, biochemical, colorimetric, uHTS; Nicotinate-nucleotide adenylyltransferase NadD (Staphylococcus aureus N315); purified NadD enzyme, colorimetric absorbance read-out; inhibition, % at 20 µM; actives 0.78% (n = 360,000); in the data active = inhibition above about 26%; note: some compounds past the cut are filed as inactive
Neddyl block: inhibitors of cullin neddylation, primary screen, biochemical, TR-FRET, uHTS, NAE and Ubc12 | AID 651699, 2012 | calls only at 25 µM | NEDD8-conjugating enzyme Ubc12 (Homo sapiens) + NEDD8-activating enzyme E1 regulatory … | actives 0.58% (n = 360,000); in the data active = inhibition above about 36%
Target sequence (P61081 whole entry, looked up): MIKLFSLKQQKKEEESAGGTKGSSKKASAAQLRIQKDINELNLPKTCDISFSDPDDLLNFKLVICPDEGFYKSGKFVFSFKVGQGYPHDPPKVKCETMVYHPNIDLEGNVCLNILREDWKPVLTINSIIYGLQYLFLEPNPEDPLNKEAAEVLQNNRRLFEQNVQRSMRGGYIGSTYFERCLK
Target sequence (Q13564 whole entry, looked up): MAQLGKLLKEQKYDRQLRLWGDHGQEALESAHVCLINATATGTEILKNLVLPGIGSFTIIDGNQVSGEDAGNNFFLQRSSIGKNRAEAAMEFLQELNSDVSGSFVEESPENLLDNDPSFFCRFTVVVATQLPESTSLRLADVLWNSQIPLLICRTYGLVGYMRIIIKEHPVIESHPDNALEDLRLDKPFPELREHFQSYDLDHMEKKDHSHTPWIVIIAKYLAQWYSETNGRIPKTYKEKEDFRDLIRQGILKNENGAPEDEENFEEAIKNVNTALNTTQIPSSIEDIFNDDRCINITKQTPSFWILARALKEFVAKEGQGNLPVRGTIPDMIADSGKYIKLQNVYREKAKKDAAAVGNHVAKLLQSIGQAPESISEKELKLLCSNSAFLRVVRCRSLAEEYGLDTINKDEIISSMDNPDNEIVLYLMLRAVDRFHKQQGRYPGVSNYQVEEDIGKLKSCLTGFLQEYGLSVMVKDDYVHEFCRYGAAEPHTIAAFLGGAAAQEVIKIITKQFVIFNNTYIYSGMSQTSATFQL
* = called active by the depositor; i = inactive; x = no result given; + = active, no number.

SMILES	Rin1 Abl inh	DNMT1 inh	CSN inh	SUMO1-SIM PPI	Rpn11 inh	LMPTP block	STEP block	Scp-1 inhibitor	NadD block	Neddyl block
O=C(CN1CCN(S(=O)(=O)N2CCCCC2)CC1)Nc1cc(Cl)ccc1Cl	-3	1	0	2	i	-0.1	-1	-5	-5	i
COCCN(C(=O)c1ccc2c(c1)C(=O)N(c1ccccc1Cl)C2=O)c1c(N)n(CC(C)C)c(=O)[nH]c1=O	2	4	-1	-25	i	-0.3	-2	-6	3	i
CCC(C)C(=O)Nc1nnc(SCC(=O)NC2CCCCC2)s1 (stereo not drawn)	3	0	1	1	i	0.4	1	-1	-11	i
COc1cccc(CNC(=O)Cn2ncn3cccc3c2=O)c1OC	1	1	1	-5	i	-0.9	-2	-19	-5	i
O=C(CSc1nnc(COc2ccccc2)o1)Nc1nccs1	-2	-2	-3	8	i	-0.4	-2	7	-1	i
O=CN(/C=C1\Sc2ccccc2C1=O)Cc1ccccc1	-4	-6	4	-16	i	0.3	2	-13	6	i
Cc1cc2c(cc(C(=O)NCCCN3CCOCC3)n2Cc2ccc(Cl)cc2)o1	2	-12	5	-5	i	-0.5	3	-6	-4	i
CC(OC(=O)CCCOc1ccccc1)C(=O)NC(N)=O (stereo not drawn)	-3	-2	2	-2	i	-0.9	0	-4	-1	i
CCC(c1nnnn1CCOC)N1CCN(c2cccc(C(F)(F)F)c2)CC1 (stereo not drawn)	1	-5	1	-2	i	0.4	-1	3	7	i
COc1cccc(CN2CCNC(=O)C2CC(=O)N(C)CCc2ccccn2)c1 (stereo not drawn)	0	2	-1	0	i	-1.0	-2	-3	1	i
CCOc1ccccc1-c1nnc(SCC(=O)Nc2ccccc2)o1	-3	-1	0	-1	i	-0.1	-2	-10	-4	i
CCN(C(=O)COC(=O)CCS(=O)(=O)c1ccc(C)cc1)C1CCS(=O)(=O)C1 (stereo not drawn)	0	2	-5	0	i	-0.3	-2	-2	-5	i
CCN(CC)C(=O)c1nc[nH]c1C(=O)N(C)Cc1ccccc1	0	-3	3	-1	i	-1.3	-2	-2	-5	i
CN(C)CCNC(=O)COc1ccc(C23CC4CC(CC(C4)C2)C3)cc1	-2	4	-3	5	i	-9.9	0	-3	-3	i
CCOc1ccccc1C(=O)Nc1cccc2ccccc12	-1	2	2	-8	i	2.4	0	-14	-7	i
COc1ccc(C(=O)N2CCC2(C)C(=O)NC(C)C)cc1 (stereo not drawn)	2	3	-4	-5	i	-0.1	1	x	3	i
[O-][n+]1onc2c1C(N1CCOCC1)CCC2N1CCOCC1 (stereo not drawn)	-2	-1	-7	0	i	-0.8	2	-10	-1	i
CN1CCN(C2CN(C3CCCCC3)S(=O)(=O)C2)CC1 (stereo not drawn)	-1	4	0	10	i	-1.0	3	x	-3	i
C=CCOc1c(Br)cc(/C=N\n2nnnc2N)cc1OC	2	4	-15	-1	i	-2.2	-1	1	3	i
CS(=O)(=O)c1ccc(C(=O)NCC2(N3CCOCC3)CCCCC2)cc1	4	3	-1	-2	i	-0.7	-1	8	0	i
O=C(NCCN1CCOCC1)c1ccncc1	6	-1	-1	1	i	-4.0	-2	-11	-5	i
Cn1c(Sc2ccc([N+](=O)[O-])cc2C(F)(F)F)nnc1-c1ccccc1	-1	1	-2	-27	i	-1.4	0	5	-1	i
O=C(CCCc1cccs1)Nc1nc(-c2ccc(F)cc2)cs1	2	11	-6	2	i	1.5	0	-10	-1	i
CCN(C(=O)COC(=O)/C=C/c1ccc(F)cc1)C1CCCCC1	3	-5	-8	-7	i	2.1	-1	-1	-5	i
Cn1c(Cl)c(C(=O)Nc2ccc(Cl)cc2)c2ccccc21	2	-6	-6	-3	i	-1.5	-1	17	-20	i
O=C(O)c1cn(-c2ccccc2)nc1-c1ccc(F)cc1	3	2	4	1	i	-0.7	1	-11	-3	i
Cn1nccc1C(=O)N(CCN1CCCCC1)CC1CCCN(C2CCCC2)C1 (stereo not drawn)	1	1	6	-9	i	-5.5	-4	-10	-6	i
Cc1nc2ccccc2c2oc(C(=O)Nc3ccc(C(C)C)cc3)cc12	-1	7	1	10	i	3.2	0	3	-4	i
Cc1nc2c(sc3nc4c(cc32)COC(C)(C)C4)c(=O)n1Cc1ccccc1	2	0	-1	5	i	0.4	2	-8	0	i
Cc1cc(C)c(C(N)=O)c(Nc2cccc(Cl)c2)n1	6	1	9	-4	i	-0.4	1	2	-5	i
Cc1ccc(NC(=O)Cn2ccc(=O)[nH]c2=O)cc1	0	2	3	5	i	-0.5	4	-9	3	i
Cc1ccc(C(=O)NC(C)c2ccc(-n3ccnc3)cc2)cc1 (stereo not drawn)	0	3	5	5	i	3.4	-5	-6	-4	i
COc1ccccc1S(=O)(=O)Nc1ccc(S(=O)(=O)Nc2nccs2)cc1	0	8	3	5	i	-0.5	-2	-2	0	i
Cc1ccc(C)n1-c1ccc(C(=O)N2CCC(C(N)=O)CC2)cc1	2	2	-9	2	i	-1.6	-1	2	-3	i
O=C(COc1ccc(/C=N/NC(=O)c2cc3ccccc3o2)cc1Cl)Nc1ccccc1	2	71*	120*	-2	+	32	54*	80*	-2	x
COc1ccc(S(N)(=O)=O)cc1C(=O)NCC1(N2CCCCC2)CCCCC1	1	0	-2	-6	i	-0.5	0	-1	0	i
Cc1nc(CNC(=O)C2CCC(=O)N(CCc3ccc(Cl)cc3)C2)sc1C (stereo not drawn)	4	5	-2	2	i	-1.2	0	3	-6	i
COc1ccc2c(c1)OC[C@H]1[C@H]2N2C(=O)CN(Cc3ccc(Cl)cc3)C(=O)[C@@]2(C)[C@H]1c1ccccc1	5	-9	2	3	i	4.1	-2	-4	19	i
O=C(O)c1ccc([N+](=O)[O-])c(CS(=O)(=O)c2ccccc2)c1	-4	-1	-4	-29	i	-1.0	0	4	-2	i
Cc1ccc2cc3cc(C(=O)NCCCN4CCCCCC4)oc3nc2c1	-5	1	3	-19	i	5.0	-3	-4	12	x
O=c1[nH]nc(N/N=C/c2ccc(Cl)cc2Cl)c(=O)[nH]1	-2	-1	-4	-13	i	1.0	-1	-14	-4	i
CC1(C)CC(=O)C(C(C2=C(O)CC(C)(C)CC2=O)c2ccc(O)c([N+](=O)[O-])c2)=C(O)C1	1	2	-8	-5	i	0.8	4	1	-2	i
O=C(NCc1cccnc1)Nc1ccccc1C(F)(F)F	-1	0	-2	-3	i	-0.9	-2	-2	0	i
CC(=O)c1ccc(N2C(=O)[C@@H]3C(C(=O)CCN4C(=O)c5ccccc5C4=O)=NN[C@@H]3C2=O)cc1	-5	3	-12	-12	i	-2.7	-4	-5	-3	i
COC(=O)C(C)Sc1nc2c(c(-c3ccc(OC)cc3)c1C#N)-c1ccccc1C2=O (stereo not drawn)	-4	5	1	1	i	-3.2	0	-9	-4	i
CC(C)C(c1nnnn1C1CCCC1)N1CCCCC1 (stereo not drawn)	-1	0	-1	-3	i	-0.7	-2	-3	0	i
COc1ccc(-c2nnc(SCc3cccnc3)o2)cc1	0	4	1	2	i	-1.5	1	-4	0	i
COc1ccc(C(=O)COC(=O)C(CCSC)NC(=O)COc2ccccc2)c(OC)c1 (stereo not drawn)	4	-1	-3	2	i	0.6	-2	-6	-10	i
COc1cc2c(cc1OC)C(c1ccccc1[N+](=O)[O-])N(C(C)=O)CC2 (stereo not drawn)	2	0	-2	3	i	1.2	1	-9	1	i
O=C(NC1CCCC1)c1cnn2c(C(F)(F)F)cc(-c3ccco3)nc12	-5	-5	2	-11	i	-0.5	2	0	-1	i
COc1ccc(Cn2c(=S)[nH]c3cc(C(=O)N4CCCCC4)ccc3c2=O)cc1	3	0	3	-1	i	-2.2	-2	-1	-8	i
COc1ccc(N(C)C(=O)c2cn(CC(C)C)c(=O)c3cc(OC)c(OC)cc23)c(OC)c1	1	3	0	6	i	1.4	-2	-4	-3	i
O=C(CCN1C(=O)/C(=C/c2ccccc2Cl)SC1=S)NC1=NCCS1	1	0	4	-23	i	2.2	0	-4	11	i
Clc1ccc2c(N/N=C/c3cccc(Br)c3)ccnc2c1	-5	80*	2	1	i	3.3	6	-17	16	i
O=c1c2ccccc2c(-c2ccc(O)cc2)nn1-c1cccc(C(F)(F)F)c1	-1	-8	-6	1	i	2.6	-1	-14	-11	i
C/C(=N\NC(=O)C(N)=O)c1cccc([N+](=O)[O-])c1	2	4	-4	-25	i	-1.2	2	-3	7	i
COc1ccccc1NC(=O)Cn1nc(-c2ccc3c(c2)OCCO3)ccc1=O	1	0	-8	-12	i	-0.3	2	-5	-1	i
N=c1c2c(ncn1Cc1ccco1)Oc1c(ccc3ccccc13)C2c1ccccc1 (stereo not drawn)	-1	-17	-2	-5	i	6.7	2	6	12	i
Cc1ccc(F)c(NC(=O)/C(C#N)=C(\O)c2ccc(C(C)(C)C)cc2)c1	1	-1	7	2	i	2.6	2	3	6	i
Cc1nc(NCCc2ccc(F)cc2)c(C#N)c(C)c1[N+](=O)[O-]	3	0	-5	0	i	-1.0	0	-5	-1	i

Rewritten as comma-separated lines: four of the compounds above.
Structure,Rin1 Abl inh,DNMT1 inh,CSN inh,SUMO1-SIM PPI,Rpn11 inh,LMPTP block,STEP block,Scp-1 inhibitor,NadD block,Neddyl block
Clc1ccc2c(N/N=C/c3cccc(Br)c3)ccnc2c1,-5,80*,2,1,i,3.3,6,-17,16,i
O=c1c2ccccc2c(-c2ccc(O)cc2)nn1-c1cccc(C(F)(F)F)c1,-1,-8,-6,1,i,2.6,-1,-14,-11,i
C/C(=N\NC(=O)C(N)=O)c1cccc([N+](=O)[O-])c1,2,4,-4,-25,i,-1.2,2,-3,7,i
COc1ccccc1NC(=O)Cn1nc(-c2ccc3c(c2)OCCO3)ccc1=O,1,0,-8,-12,i,-0.3,2,-5,-1,i

Screens as filed in PubChem.

This is a random part of the collection; about 3.8% have a hit in one of these screens.
